Screening results (PubChem BioAssay)
eIF2B yeast act: modulators of yeast eIF2B activity; hit rate 0.91% among 27,000; AID 688; S. cerevisiae eIF2B-epsilon R284H, GCN4-lacZ luminescence; inhibition, % at 25 µM (by protocol);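 active means mutant luminescence inhibited past about 50% while wild type luminescence and mutant growth stay under set limits, limit read from the data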; further: some compounds called inactive have numbers as strong as hits
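Material: yeast eIF2B-epsilon R284H mutant carrying GCN4–beta-galactosidase fusion. Medium: YPD yeast growth medium. Incubation: 16 h growth with compound at 30 °C, 90 min Beta-Glo step. Signal: Beta-Glo luminescence plus absorbance at 595 nm. Evaluation: % inhibition of reporter signal and growth versus controls. Doses: 25 µM single dose.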
Yeast growth tox: Inhibits yeast growth, turbidity readout | S. cerevisiae wild-type growth, A595 turbidity, 16 h | growth inhibition, % at 25 µM (by protocol) | hit rate 0.3% among 30,000;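 active means mutant and wild-type yeast strains alike exhibit over 30% growth inhibition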;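 further: 0% = untreated cell controls and 100% = YPD media blanks without cells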
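Test system: Wild-type and eIF2Bepsilon-R284H mutant S. cerevisiae, screened separately | Dosing: Single 25 µM compound dose in 0.2% DMSO | Schedule: 16 h compound exposure during growth at 30 °C | Detection: A595 turbidity | Evaluation: Growth inhibition (%) versus cell controls and blanks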
Yeast growth tox inhibition %: also measured in Yeast growth tox; calls as there; growth inhibition, %; S. cerevisiae eIF2Bepsilon-R284H mutant growth, A595 turbidity, 16 h;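 each compound tested once at 25 µM; 0% equals untreated cells and 100% equals cell-free medium blanks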
eIF2B yeast act mutant toxicity: second read-out of eIF2B yeast act, no call of its own (marks repeat the call); growth inhibition, %; measured here: mutant yeast growth, toxicity;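 each compound tested once at 25 µM; zero equals untreated control growth and 100 equals blank medium absorbance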
Numbers without * were called inactive; x = not tested or not shown. Some of the compounds tested, so the mix of outcomes need not match the whole.

Order of values: eIF2B yeast act	eIF2B yeast act mutant toxicity	Yeast growth tox	Yeast growth tox inhibition %
- CC(=O)NC(CCS(C)(=O)=O)C(=O)Nc1ccccc1Cl (centres undefined)
→ 43	-15	16	-15
- COc1ccc(S(=O)(=O)N2CCC(C(=O)NC3CC3)CC2)cc1Cl
→ -3	-5	6	-5
- Cc1ccc(C)c(S(=O)(=O)NC(CCC(N)=O)C(=O)O)c1 (centres undefined)
→ -27	-16	10	-16
- O=C(NCC(c1cccnc1)N1CCN(c2ccc(F)cc2)CC1)c1ccccc1 (centres undefined)
→ -22	x	3	0
- N=c1c(C(=O)NC2CCCC2)cc2c(=O)n3ccccc3nc2n1CCN1CCOCC1
→ 25	3	-10	3
- COc1nc2ccccc2cc1-c1noc(-c2cccnc2)n1
→ 9	-18	-25	-18
- COc1ccccc1CNC(=O)COc1ccccc1OC
→ 3	x	x	x
- COc1cc(NC(=O)CN(c2ccc(C)cc2)S(=O)(=O)c2c(C)n[nH]c2C)cc(OC)c1
→ 23	19	1	19
- CCOC(=O)Cn1nc(C)c(-c2ccccc2)c1N
→ 12	x	x	x
- O=S(=O)(c1ccc(Br)cc1)N1CCCN(Cc2ccccc2F)CC1
→ 17	12	9	12
- CCOC(=O)C(c1ccccc1)N1CCN(c2ccc(OC)cc2)CC1 (centres undefined)
→ 17	-9	8	-9
- O=C(Nc1nccs1)C1(S(=O)(=O)c2ccc(Cl)cc2)CC1
→ -5	-5	26	-5
- COc1ccc(C(=O)Nc2nc(-c3ccc(S(=O)(=O)N4CCOCC4)cc3)cs2)cc1
→ 18	13	13	13
- Cc1cc(=O)[nH]c(SCC(=O)N2CCCCCC2)n1
→ 22	-7	14	-7
- COC(=O)[C@@H](NC(=O)Nc1cccc(OC)c1)C(C)C
→ x	x	14	9
- O=C(Cn1ccc(C(F)(F)F)n1)Nc1ccc(S(=O)(=O)NCc2ccco2)cc1
→ 17	-27	-6	-27
- O=C(NC1CCCC1)C1CCC(=O)N1C1CCCC1 (centres undefined)
→ 19	18	11	18
- CC1(C)Cc2ccccc2-c2nc3ccccc3c(=O)n21
→ 9	-5	18	-5
- CC(C)Sc1nc2ccccc2n1CC(=O)NCc1ccc2c(c1)OCO2
→ x	x	16	13
- CN(C)C(CNC(=O)CSc1nnc(-c2ccco2)o1)c1ccccc1 (centres undefined)
→ 18	-14	-2	-14
- O=C(Oc1cccc(NC(=O)c2ccco2)c1)c1cccc(S(=O)(=O)N2CCCCC2)c1
→ 15	14	10	14
- COc1ccc(-c2nn(-c3ccccc3)cc2C(=O)N2CCOCC2)cc1
→ -2	-4	22	-4
- O=C(OCc1nnc(-c2ccccc2)o1)c1cn(-c2ccccc2)nc1-c1ccccc1
→ 15	4	0	4
- COc1nc(N(CC(N)=O)S(=O)(=O)c2ccccc2)nc(C)c1Cl
→ -30	-3	-16	-3
- Cn1c(=O)c2c(n(C)c1=O)=NC1(CCCCC1)ON=2
→ 22	x	15	0
- COC(=O)COc1ccc(S(=O)(=O)N2CCc3ccccc3C2)cc1
→ x	x	3	10
- COc1ccc(-c2cnc(N)n2CC2CCCO2)cc1 (centres undefined)
→ x	x	-14	4
- NNC(=O)C1=NOC(CNc2ncc(C(F)(F)F)cc2Cl)C1 (centres undefined)
→ 18	11	-1	11
- CCCC(=O)Nc1ccc(C(=O)Nc2nnc(COC)s2)cc1
→ -11	-41	1	-41
- CCCCCCCCCCS(=O)(=O)N/N=C/c1ccc([N+](=O)[O-])cc1
→ 19	10	5	10
- COc1ccc(-n2c(=O)[nH]cc(C(=O)N3CCc4ccccc43)c2=O)cc1
→ -15	-4	34	-4
- CCCC/S(CC1CC1(Cl)Cl)=N\S(=O)(=O)c1ccc(C)cc1 (centres undefined)
→ x	x	-1	26
- CCCCc1nc2ccccc2c(=O)n1NC(=O)c1c(O)c2cccc3c2n(c1=O)CCC3
→ 24	-12	18	-12
- CSc1ncccc1C(=O)OCC(=O)N1CCOCC1
→ 23	x	11	0
- CCSc1nc(N2CCCCC2)c2c(c1C#N)CCCC2
→ x	x	10	5
- CCCc1nnc(NC(=O)CCC(=O)Nc2ccc(F)cc2)s1
→ -4	-4	7	-4
- O=C1c2[nH]nc(-c3ccccc3O)c2C(c2ccc(F)cc2)N1Cc1ccco1 (centres undefined)
→ 21	15	10	15
- CCC(C)NS(=O)(=O)c1ccc(OCC(=O)Nc2ccc3c(c2)OCCO3)cc1 (centres undefined)
→ 23	5	25	5
- CC1=CC(C)(C)Nc2ccc(C)cc21
→ 20	4	19	4
- CCOC(=O)C1CCCCN1Cc1cccc(F)c1 (centres undefined)
→ 22	8	10	8
- COc1ccc(NC(=O)C2OCCc3ccccc32)c(OC)c1 (centres undefined)
→ 36	-21	8	-21
- C=C(C)c1cccc(C(C)(C)NC(=O)N(Cc2ccccc2)Cc2ccco2)c1
→ x	x	-23	15
- CCOC(=O)c1cccc(NC(=O)CN(C)S(=O)(=O)c2cnc[nH]2)c1
→ 15	11	19	11
- O=C(OCC(=O)N1CCc2ccccc21)c1cccnc1Cl
→ x	x	10	30
- CCC(CC)C(=O)Nc1cc(NC(=O)C(CC)CC)cc(C(=O)O)c1
→ 2	-5	0	-5
- CCCn1nnc(NC(=O)c2ccc(OCC)c(Cl)c2)n1
→ 35	6	8	6
- CCOC(=O)c1cnc(SCC(=O)Nc2cc(OC)ccc2OC)nc1N
→ 22	-5	2	-5
- CCn1c(CNC(=O)Cc2ccc(OC)cc2)nnc1SCCOc1ccccc1
→ 19	9	10	9
- CCCNC(=O)c1cccc(COCC(F)(F)F)c1
→ x	x	3	-27
- O=C(NC1CCCCC1)C1CCN(S(=O)(=O)N2CCOCC2)CC1
→ 15	-24	3	-24
- Cn1c(/C=N/c2nc3ccccc3[nH]2)nc2ccccc21
→ x	x	-2	-7
- COc1ccc(C2(CNC(=O)Cc3ccc(OC)c(OC)c3)CCOCC2)cc1
→ 4	x	14	0
- COc1ccc(C2CC(=O)c3cnc(NC(=O)c4cccc(OC)c4)nc3C2)cc1 (centres undefined)
→ 6	7	0	7
- CCc1nnc(NC(=O)C2CCCN2C(=O)NC2CCCCC2)s1 (centres undefined)
→ 24	4	32	4
- Cc1c(-c2ccccc2)nc(N)c(C#N)c1-c1cccs1
→ -16	-38	-5	-38
- CCOC(=O)CNC(=O)c1sc(NC(=O)c2ccccc2)nc1C
→ x	x	-7	7
- COC(=O)CCS(=O)(=O)c1ccc(Cl)c(Cl)c1
→ 16	-3	-12	-3
- N#Cc1ccc(Oc2nc(C(N)=O)cc(-c3ccccc3)n2)cc1
→ -4	-19	-1	-19
- O=c1sc2ccccc2n1COc1ccc(Cl)cc1
→ 14	10	24	10
- O=c1c2ccccc2nc(-c2ccccc2)n1CCN1CCOCC1
→ 22	30	23	30

Other results.
Order of values: eIF2B yeast act	eIF2B yeast act mutant toxicity	Yeast growth tox	Yeast growth tox inhibition %
- O=C(c1cn(-c2ccccc2)nc1-c1cccs1)N1CCN(c2ccccc2)CC1
→ x	x	3	10
- O=C1Nc2ccccc2/C1=N\c1sc2c(c1C(=O)Nc1ccccc1)CCCC2
→ 18	-18	6	-18
- COc1cccc(OC)c1C(=O)Nc1cc(C)on1
→ 30	-19	9	-19
- CN1CCN(C(=O)c2ccc3c(=O)n(CCc4ccccc4)c(=S)[nH]c3c2)CC1
→ 39	-6	-36	-6
- COc1ccc(S(=O)(=O)N(C)CC(=O)Nc2ccccc2C(F)(F)F)cc1
→ 30	17	15	17
- c1ccc(-c2nnc3ccc(N4CCC5(CC4)OCCO5)nn23)cc1
→ 13	12	-26	12
- O=C(c1ccco1)N1CCN(C(=O)C2CCN(S(=O)(=O)c3cccs3)CC2)CC1
→ -13	-10	-3	-10
- CCCCNC(=O)CSc1nc2n[nH]c(C)c2c(=N)n1-c1cccc(Cl)c1C
→ -16	-41	-16	-41
- Cc1ccc(S(=O)(=O)N2CCOCC2)c(C)c1-n1cnnn1
→ 3	x	x	x
- Cc1cc(C)c2c(=O)[nH]c(SCC(=O)c3ccc(C(C)C)cc3)nc2n1
→ -19	10	7	10
- CCOC(=O)C1Cc2cc3c(cc2C1=O)CC(C(=O)OCC)C3=O (centres undefined)
→ -3	x	-17	0
- CCOC(=O)c1ccc(NC2c3ncccc3C(=O)N2Cc2ccc(F)cc2)cc1 (centres undefined)
→ 22	-9	13	-9
- CCOc1ccc(OCC)c(NC(=O)C2C3C=CC(O3)C2C(=O)NCc2ccco2)c1 (centres undefined)
→ 23	x	-2	0
- CN(C)CCNc1oc(COc2ccc(Cl)cc2Cl)nc1C#N
→ 6	-18	24	-18
- CCC(=C(c1ccc(OC)cc1)c1ccc(OC)cc1)c1cn(CC(O)CN2CCN(C)CC2)c2ccccc12 (centres undefined)
→ 97	100	102*	100*

Reprinted from the entries so far for reference:
Order of values: eIF2B yeast act	eIF2B yeast act mutant toxicity	Yeast growth tox	Yeast growth tox inhibition %
- CN1CCN(C(=O)c2ccc3c(=O)n(CCc4ccccc4)c(=S)[nH]c3c2)CC1
→ 39	-6	-36	-6
- COc1ccc(S(=O)(=O)N(C)CC(=O)Nc2ccccc2C(F)(F)F)cc1
→ 30	17	15	17

The listing picks up, starting five compounds before the break.
Order of values: eIF2B yeast act	eIF2B yeast act mutant toxicity	Yeast growth tox	Yeast growth tox inhibition %
- CCOC(=O)C1Cc2cc3c(cc2C1=O)CC(C(=O)OCC)C3=O (centres undefined)
→ -3	x	-17	0
- CCOC(=O)c1ccc(NC2c3ncccc3C(=O)N2Cc2ccc(F)cc2)cc1 (centres undefined)
→ 22	-9	13	-9
- CCOc1ccc(OCC)c(NC(=O)C2C3C=CC(O3)C2C(=O)NCc2ccco2)c1 (centres undefined)
→ 23	x	-2	0
- CN(C)CCNc1oc(COc2ccc(Cl)cc2Cl)nc1C#N
→ 6	-18	24	-18
- CCC(=C(c1ccc(OC)cc1)c1ccc(OC)cc1)c1cn(CC(O)CN2CCN(C)CC2)c2ccccc12 (centres undefined)
→ 97	100	102*	100*
- CCOC(=O)c1nnn(-c2nonc2N)c1-c1ccccc1
→ 14	x	x	x
- COc1ccc(OC)c(NS(=O)(=O)c2ccc3c(c2)CCC(=O)N3)c1
→ 19	3	-4	3
- O=C(O)c1ccccc1CSc1ncn[nH]1
→ -25	-5	3	-5
- CS(=O)(=O)c1nc(-c2ccc(Br)cc2)cc(-c2ccccc2)c1C#N
→ 28	7	-4	7
- COc1ccccc1NC(=O)c1ccc(S(=O)(=O)N2CCOCC2)cc1
→ 30	4	3	4
- COc1ccc(S(=O)(=O)NCCSC(C)(C)C)cc1
→ 10	24	4	24
- CCCOc1ccc(N2C(=O)CC(SC(=NCC)Nc3cccc(F)c3)C2=O)cc1 (centres undefined)
→ 53*	x	-44	-25
- CCOc1ccc(N(CC(=O)Nc2ccccc2)S(C)(=O)=O)cc1
→ -8	2	-4	2
- CCN(CC)C(=O)C(=O)c1cccn1-c1ccccc1C#N
→ x	x	3	24
- Nn1c(SCC(=O)N2CCCCCC2)nnc1-c1ccncc1
→ x	x	8	5
- COc1ccc(S(=O)(=O)N2CCc3ccccc3C2)cc1OC
→ 3	-14	0	-14
- CCN(CC)C(=O)n1nc(C)c(CN2C(=O)c3ccccc3C2=O)c1C
→ 11	-34	9	-34
- CCOC(=O)CSCc1c(C#N)c2ccccc2n1C
→ 23	27	14	27
- CCn1c(COc2cccc(OC)c2)nnc1SCC(=O)Nc1cc(OC)ccc1OC
→ 33	-18	-3	-18
- CCOc1ccc(-c2nnc(NC3=NCCCCC3)o2)cc1
→ x	x	18	22
- COc1nc(-c2ccc(C)cc2)ccc1-c1noc(-c2ccco2)n1
→ 7	-14	-10	-14
- Clc1ccc(OCCn2ccnc2)c(Br)c1
→ 16	16	12	16
- COCCCn1c(Cc2csc(Nc3cccc(Cl)c3)n2)nnc1SCC(=O)OC1CCCCC1
→ -13	-5	3	-5
- O=C(CSc1nn(-c2ccccc2)c(=S)s1)NC(=O)NCc1ccco1
→ 15	11	12	11
- COC(=O)C(C)NC(=O)C(C)NC(=O)OCc1ccccc1 (centres undefined)
→ -15	19	13	19
- CCOC(=O)c1[nH]c2ccc(OC)cc2c1NC(C)=O
→ 35	-19	-1	-19
- COc1ccc(OC)c(Nc2nc(N)nc(CSc3nnc(-c4ccncc4)o3)n2)c1
→ -2	-16	-13	-16
- CCOc1ccc(NC(=O)Nc2ccc(N(C)C(C)=O)cc2)cc1
→ 23	x	x	x
- O=C(Nc1ccc2c(c1)OCO2)c1ccc(S(=O)(=O)NCC2CCCO2)cc1 (centres undefined)
→ 10	-21	8	-21
- c1ccc(CCn2nnnc2C(c2cccnc2)N2CCN(c3nc4ccccc4s3)CC2)cc1 (centres undefined)
→ -4	4	5	4
- CS(=O)(=O)N1CCC(C(=O)Nc2ccc(Br)cc2F)CC1
→ -5	-9	6	-9
- COCCNC(=O)c1cc2c(=O)n3cccc(C)c3nc2n(Cc2ccncc2)c1=N
→ x	x	-9	-7
- CCOC(=O)C1CCN(C(=O)COc2cccc(C)c2)CC1
→ -4	13	-3	13
- NC(=O)C1CCN(C(=O)Cn2cccc2C(=O)c2ccccc2)CC1
→ x	x	14	9
- COc1ccc(NC(=O)N[C@@H](CCSC)C(=O)O)cc1Cl
→ 38	-11	4	-11
- COCCNC(=O)Cn1cnc2sc(C)c(S(=O)(=O)N3CCC(C)CC3)c2c1=O
→ -6	5	-2	5
